Compound activity (PubChem BioAssay)
BRCA1 expr up: increases BRCA1 expression; Potency, µM (highest dose often 46.1 µM), inactives show top-dose activation, usual class: activators; AID 624202; MCF7-BRCA1-FFLuc reporter, luminescence, 48 h; response scale: scaled: vehicle 0%, 10 µM genistein 100%; 1.1% of 380,000 active; note: nearly all actives have a fitted effect of over 80% in size; some results filed as inactive show a strong effect at the top dose
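MCF7-BRCA1-FFLuc, 2000 cells/well; 2 h attach, 37 °C/5% CO2; compound 48 h; luciferase substrate 15 min; luminescence end-point. Norm. to genistein 10 microM max activation and DMSO; concentration-response curves fitted.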
Gal4-VP16 FLuc: inhibits Gal4-VP16 luciferase reporter, ROR gamma counter-screen; Drosophila S2 Gal4-VP16 UAS-luciferase, luminescence, 20 h; Potency, µM (series often up to 53.6 µM), inactives show top-dose activity, negative = inhibition, usual class: inhibitors; 3.5% of 310,000 active; AID 2546;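 note: Gal4-VP16 expression switched on by copper sulfate through the metallothionein promoter; % is set by controls: 0 for no effect and ±100 for the full control effect; nearly all actives have a fitted effect of over 50% in size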
MBNL1 CUG block: MBNL1-poly(CUG) RNA binding inhibition; Q9NR56; TR-FRET MBNL1-His/biotin-(CUG)12 binding, 665/545 ratio; Potency, µM (doses to about 57.5 µM), for the others: top-dose activity change, negative = inhibition, hits mostly inhibitors; 0.036% of 280,000 active; active = well fitted inhibition curve with a large enough effect in the signal ratio, with a control signal flat, not every such curve was filed as active; inconclusive = small, poorly fitted or top-dose-only effect, or effect the other way, or a change in a side signal; inactive = no such curve, though single readings can be large or run the other way; the % refers to the signal ratio; note: % is set by controls: 0 for no effect and ±100 for the full control effect
Target sequence (Q9NR56 whole entry, looked up): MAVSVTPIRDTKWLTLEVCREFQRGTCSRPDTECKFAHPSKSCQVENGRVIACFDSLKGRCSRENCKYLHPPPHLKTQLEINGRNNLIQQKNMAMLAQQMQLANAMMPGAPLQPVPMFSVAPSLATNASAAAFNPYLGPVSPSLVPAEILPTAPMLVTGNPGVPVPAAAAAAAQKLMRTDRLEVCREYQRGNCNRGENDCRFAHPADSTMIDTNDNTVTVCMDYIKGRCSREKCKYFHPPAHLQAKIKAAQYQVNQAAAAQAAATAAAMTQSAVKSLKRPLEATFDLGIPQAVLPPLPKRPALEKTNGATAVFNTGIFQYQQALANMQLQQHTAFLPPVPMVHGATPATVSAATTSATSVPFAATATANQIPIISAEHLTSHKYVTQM
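Ratiometric TR-FRET (665 over 545 nm, excitation 340 nm) tracks disruption of MBNL1-His/biotin-(CUG)12 complex after 60 min at room temperature, with compounds at 92 nM to 58 uM final.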
uPA generation: cell surface uPA generation inhibition; cell surface uPA generation assay, qHTS; Potency, µM (titrated, usually from 38.3 µM), for inactives: at the top dose activity change, negative = inhibition, hits mostly inhibitors; 0.31% of 330,000 active; AID 540303; active = well fitted inhibition curve with a large enough effect; inconclusive = small, poorly fitted or top-dose-only effect; inactive = no such curve, though single readings can be large or run the other way; tested in mouse RAW 264.7 cells; note: % is set by controls: 0 for no effect and ±100 for the full control effect; nearly all actives have a fitted effect of over 55% in size
ELG1 genotox: induces genotoxicity in HEK293T cells with luciferase-tagged ELG1; HEK293T ELG1-luciferase reporter, luminescence, 16 h; Potency, µM (series often up to 46 µM), for the others: at the top dose activity change, positive = activation, usual class: activators; 1.3% of 330,000 active; AID 504466; note: % of control where 0% means no effect; nearly all actives have a fitted effect of over 60% in size
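Screening used a luciferase reporter fused to human ELG1 in HEK293T cells. Luminescence was read on a CCD plate imager after 16 hr exposure and 30 min ONE-Glo incubation.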
RORg inh: blocks mouse ROR gamma transcriptional activity. P51450. Drosophila S2 Gal4-RORgamma UAS-luciferase reporter, 20 h. Potency, µM (titrated, usually from 53.6 µM), for inactives: at the top dose activity change, negative = inhibition, most hits filed as inhibitors. 5.4% of 310,000 active; note: % is set by controls: 0 for no effect and ±100 for the full control effect; nearly all actives have a fitted effect of over 60% in size
Target sequence (P51450 whole entry, looked up, the tested form may be a part): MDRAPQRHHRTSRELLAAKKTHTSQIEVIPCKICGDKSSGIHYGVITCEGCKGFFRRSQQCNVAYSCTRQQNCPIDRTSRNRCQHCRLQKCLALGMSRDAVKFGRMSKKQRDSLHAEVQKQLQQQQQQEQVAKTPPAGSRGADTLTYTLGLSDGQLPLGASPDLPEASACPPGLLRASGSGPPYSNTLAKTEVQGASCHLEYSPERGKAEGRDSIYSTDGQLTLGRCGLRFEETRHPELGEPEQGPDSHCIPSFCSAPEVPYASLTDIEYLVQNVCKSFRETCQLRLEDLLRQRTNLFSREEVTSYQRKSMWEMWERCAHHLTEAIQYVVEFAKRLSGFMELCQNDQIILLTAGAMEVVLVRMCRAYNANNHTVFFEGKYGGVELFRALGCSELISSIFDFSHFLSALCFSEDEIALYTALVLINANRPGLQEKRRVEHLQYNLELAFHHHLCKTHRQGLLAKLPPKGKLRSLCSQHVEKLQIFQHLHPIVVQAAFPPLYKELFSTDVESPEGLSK
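ROR gamma transcriptional activity was tracked as Gal4-UAS luciferase output in stably transfected Drosophila Schneider cells, with compound added 1 hr before 700 uM copper sulfate induction and a 20 hr ambient-temperature incubation.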
FLuc modulator: counter-screen for miR-21 project: firefly luciferase inhibitors or activators; P08659; purified FLuc, Km substrates, luminescence inhibition; Potency, µM (top dose mostly 57.5 µM), for inactives: top-dose activity change, negative = inhibition, hits mostly inhibitors; 6.9% of 360,000 active;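 note: plate controls were vehicle for no effect and reference inhibitor for full effect; nearly all actives have a fitted effect of over 55% in size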
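Purified P. pyralis luciferase, 10 nM final, with Km-level 10 uM D-luciferin and 10 uM ATP in 50 mM Tris acetate pH 7.5, 10 mM Mg acetate, 0.01% Tween-20, 0.05% BSA; 6-point qHTS titration about 60 µM downward; luminescence read.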
Rab9 prom act: activates the Rab9 promoter | Huh7 Rab9 promoter-luciferase reporter, luminescence, 24 h | Potency, µM (highest dose often 9.22 µM), without a hit: at the top dose activation, negative = inhibition, actives largely listed as activators | 2.8% of 320,000 active | AID 485297; note: % of control where 0% means no effect; nearly all actives have a fitted effect of over 60% in size
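Huh7 cells stably carrying a Rab9 promoter-luciferase reporter, 1500 cells per well in OP-MEM I with 10% FBS, treated with compound 24 hours at 37C. Luciferase activity read by luminescence after 10 minutes with Amplite reagent.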
NPC1 promoter act: activators of NPC1 promoter. Potency, µM (highest dose often 9.22 µM), for inactives: top-dose activation, usual class: activators. 2.4% of 320,000 active. Huh7 NPC1 promoter luciferase reporter, 24 h;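 note: % of control where 0% means no effect; nearly all actives have a fitted effect of over 60% in size; reporter is driven by a mutant NPC1 promoter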
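NPC1 promoter–luciferase Huh7 cells; 24 h compound; luminescence.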
p53 reactivator: mutant p53 re-activation in reporter cells; H1299 p53-A138V BP100-luciferase reporter, luminescence, 24 h; Potency, µM (titrated, usually from 92.2 µM), for the others: top-dose activity change, positive = activation, usual class: activators; 0.063% of 320,000 active; AID 504706; note: % of control where 0% means no effect; nearly all actives have a fitted effect of over 45% in size
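H1299 (p53-null), stable ts p53-A138V + BP100-Luc; 1000 cells/well, Opti-MEM/10% FBS; cpd 4 pt, 1:5; 24 h, 37 deg C, 5% CO2; detection reagent 10 min RT; luminescence.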
* hit, by the source's call; ? = inconclusive; . = no result given; [ ] = dose if it differs, or a comment. Unless noted, calls come from the whole dose curve; as a rule, active = well fitted curve in the direction sought with a large enough effect; inconclusive = small, poorly fitted or top-dose-only effect, or another doubt; inactive = no such curve, though single readings can be large; an effect the other way counts as inactive or inconclusive. Potency is the fitted concentration of half-maximal effect. The order is random; overall some 13% were active at least once.

SMILES	BRCA1 expr up	Gal4-VP16 FLuc	MBNL1 CUG block	uPA generation	ELG1 genotox	RORg inh	FLuc modulator	Rab9 prom act	NPC1 promoter act	p53 reactivator
COc1ccc(S(=O)(=O)N2CCOCC2)cc1NC(=O)Cc1sc(C)nc1-c1ccc(F)cc1	-28%	.	.	1%	0%	.	0%	2%	-4%	-5%
CCc1ccc(OCC(=O)N(Cc2cccs2)C2CCS(=O)(=O)C2)cc1 (stereo not given)	-1%	-6%	2%	0%	1%	13%	3%	3%	2%	.
COc1ccc(CCC(=O)NNC(=O)Nc2ccc(C(C)C)cc2)cc1	27%	0%	-3%	-1%	-1%	5%	0%	21%	8%	-5%
CC(C)(C)OC(=O)N1CCC(NC(=O)c2ncn(Cc3ccccc3)c2C(=O)NC2CCN(C(=O)OC(C)(C)C)CC2)CC1	-40%	.	.	-25%	-10%	.	-1%	-9%	-5%	22%
O=C1CCCC2=C1C(c1ccc3c(c1)OCO3)c1c([nH]n(-c3ccccc3)c1=O)N2 (stereo not given)	-10%	-2%	28%	.	1%	26%	4%	4%	-1%	6%
COc1ccc(NC(=O)C2Cc3ccccc3CN2C(=O)c2ccco2)cc1 (stereo not given)	40%	2%	5%	6%	?	29%	-19%	23%	6%	14%
O=C(COC(=O)CC(NC(=O)c1ccccc1Cl)c1ccccc1)Nc1cccc(F)c1 (stereo not given)	7%	-1%	-8%	2%	-1%	6%	-17%	-1%	-1%	-7%
CC1CCN(S(=O)(=O)c2ccccc2[N+](=O)[O-])CC1	6%	?	3%	-3%	0%	22%	1%	1%	-1%	-4%
C=CCOC(=O)C1CC=CCC1C(=O)Oc1ccc(F)cc1F (stereo not given)	-33%	1%	2%	4%	0%	?	2%	-2%	-2%	9%
Cc1ccc(C)c(N2CCN(c3ncnc4c3cnn4-c3ccccc3)CC2)c1	6%	-17%	5%	16%	-2%	-5%	-5%	0%	2%	-2%
O=C1/C(=C\c2ccc3ccccc3c2)CCCc2ccccc21	9%	?	-9%	-7%	9.2µM*	14%	2.1µM*	22%	-2%	?
COc1cccc(N2CCN(C(=S)Nc3ccccc3)CC2)c1	-7%	?	-5%	-7%	-5%	-13%[1.91 µM]	-2%	0%	-4%	.
Cc1nc(C(F)(F)F)ccc1C(=O)N1CCCCC1	10%	1%	-5%	3%	-1%	19%	3%	1%	2%	-1%
O=C(c1ccco1)N1CCN(CCOCCOc2cccc3ccccc23)CC1	-27%	5%	11%	3%	-9%	2%	0%	1%	3%	0%
COCCCNCCCCOc1cccc(Br)c1	-39%	5%	-16%	0%	-3%	3%	-2%	-3%	-1%	-1%
O=C(COc1ccccc1[N+](=O)[O-])N/N=C/c1ccc(OC(=O)c2ccco2)cc1	-1%	-3%	-18%	-6%	4%	-10%	-3%	2%	3%	14%
CS(=O)(=O)N(Cc1ccccc1)c1ccccn1	10%	-2%	-15%	.	0%	-3%	4%	0%	-2%	-5%
O=C(CNC(=O)c1cccs1)NCC(=O)OCC(=O)c1ccccc1	-11%	-5%	-7%	1%	-2%	12%	0%	7%	-3%	5%
COC(=O)Oc1ccc(/C=N/NC(=O)CSCc2ccc(Cl)cc2)cc1OC	-23%	16µM*	.	-30%	-2%	-8%	1%	3%	-3%	-5%
Cc1ccc(C(=O)COC(=O)CN2C(=O)C3C4C=CC(C4)C3C2=O)cc1[N+](=O)[O-] (stereo not given)	5%	-9%	?	-1%	-1%	5%	-3%	-5%	-4%	-13%
CCOC(=O)c1c(CSC(=N)N)n(-c2ccccc2)c2cc(Br)c(OC(C)=O)cc12	-11%	-12%	3%	-11%	6%	-25%	-2%	-8%	1%	-12%
CC(=O)Nc1ccc(S(=O)(=O)NCC(=O)NCCc2ccc(S(N)(=O)=O)cc2)cc1	-13%	5%	-1%	0%	4%	-9%	-2%	-2%	-3%	8%
COc1ccc(OC)c(/C=C/C(=O)OCC(=O)Nc2cccc(C(C)=O)c2)c1	-7%	1%	.	-2%	4%	42%	5%	-8%	-1%	-3%
CCOc1ccc(N(C(C)=O)c2nc(C)cc(C)c2C#N)cc1	-13%	16%	17%	3%	5%	25%	2%	-3%	-3%	-4%
O=C(CSc1nnc(-c2ccco2)n1Cc1ccccc1)c1ccccc1	4µM*	12%	-2%	0%	?	22%[10 µM]	12µM*	1.4µM*	4.5µM*	17%
O=S(=O)(Nc1ccc(O)c2ccccc12)c1cccs1	-91%	-26%	?	.	-32%[inhibitor]	?	-20%	18%	-6%	-11%
Cc1cccc(CC(=O)OCn2nnc3ccccc3c2=O)c1	-1%	-12%	5%	3%	-4%	-22%	0%	-1%	-3%	5%
NS(=O)(=O)c1ccc2nc(-c3ccccc3)c(-c3ccccc3)nc2c1	-2%	-7%	24%	-12%	-3%	-24%	-2%	-6%	0%	4%
O=C(NCCc1ccccc1)c1ccc2[nH]c(=O)c(=O)[nH]c2c1	-1%	-9%	3%	9%	2%	-1%	4%	-1%	0%	4%
OC(COc1ccc(F)cc1)CN1CCN(CC(O)COc2ccc(F)cc2)CC1 (stereo not given)	-19%	-1%	-2%	0%	-1%	-29%	0%	-9%	-3%	8%

Entries listed so far that have a thiophene ring, fused or not, in the order listed:
SMILES	BRCA1 expr up	Gal4-VP16 FLuc	MBNL1 CUG block	uPA generation	ELG1 genotox	RORg inh	FLuc modulator	Rab9 prom act	NPC1 promoter act	p53 reactivator
CCc1ccc(OCC(=O)N(Cc2cccs2)C2CCS(=O)(=O)C2)cc1 (stereo not given)	-1%	-6%	2%	0%	1%	13%	3%	3%	2%	.
O=C(CNC(=O)c1cccs1)NCC(=O)OCC(=O)c1ccccc1	-11%	-5%	-7%	1%	-2%	12%	0%	7%	-3%	5%
O=S(=O)(Nc1ccc(O)c2ccccc12)c1cccs1	-91%	-26%	?	.	-32%[inhibitor]	?	-20%	18%	-6%	-11%

(further entries)
SMILES	BRCA1 expr up	Gal4-VP16 FLuc	MBNL1 CUG block	uPA generation	ELG1 genotox	RORg inh	FLuc modulator	Rab9 prom act	NPC1 promoter act	p53 reactivator
O=C(c1ccc(S(=O)(=O)NCc2ccco2)cc1)N1CCN(c2ccc(F)cc2)CC1	-11%	.	.	-8%	1%	.	5%	3%	-1%	1%
CCCn1cnc2c(c1=O)c1nc3ccccc3nc1n2Cc1ccccc1OC	.	0%	10%	.	-15%	-21%	2%	2%	-2%	2%
COC(=O)c1ccc(CSc2nc3sc(C)c(C)c3c(=O)[nH]2)cc1	18%	1%	3%	-7%	2%	2%	0%	3%	-7%	1%
COC(=O)c1c(N2C(=O)CC(Sc3ncccc3C(=O)O)C2=O)sc(C)c1C (stereo not given)	7%	-2%	-6%	-7%	-2%	-6%	-4%	-9%	3%	-2%
CCOC(=O)c1c(NC(=O)CN2CCCc3ccccc32)sc(C)c1C	-55%	?	-2%	3%	?	?	?	2%	-2%	?
CCN(CC)S(=O)(=O)c1ccc(-c2nnc(SCC(N)=O)n2CC)cc1	8%	-7%	0%	5%	1%	19%	-1%	0%	-3%	2%
Cc1sc2nc(SCC(=O)NCc3ccco3)n(Cc3ccccc3)c(=O)c2c1C	-24%	7%	31%[activator]	9%	9%	-35%	0%	-4%	12%	-4%
Cc1ccc(CNC(=O)Cn2cncn2)cc1	1%	-3%	0%	0%	3%	7%	-11%	-2%	2%	7%
CCOC(=O)CSc1nc(COc2ccccc2)nc2ccccc12	3%	-9%	5%	2%	-5%	7%	-12%	-1%	-6%	-1%
COc1ccc(S(=O)(=O)N(C)C)cc1NC(=O)CN1C(=O)NC2(CCCC2)C1=O	-17%	-15%	-5%	1%	-1%	-4%	4%	1%	1%	-3%

4 entries from above, ordered by their value in p53 reactivator, highest first.
Compound	p53 reactivator
CCN(CC)S(=O)(=O)c1ccc(-c2nnc(SCC(N)=O)n2CC)cc1	2%
O=C(c1ccc(S(=O)(=O)NCc2ccco2)cc1)N1CCN(c2ccc(F)cc2)CC1	1%
COc1ccc(S(=O)(=O)N(C)C)cc1NC(=O)CN1C(=O)NC2(CCCC2)C1=O	-3%
Cc1sc2nc(SCC(=O)NCc3ccco3)n(Cc3ccccc3)c(=O)c2c1C	-4%

(further entries)
SMILES	BRCA1 expr up	Gal4-VP16 FLuc	MBNL1 CUG block	uPA generation	ELG1 genotox	RORg inh	FLuc modulator	Rab9 prom act	NPC1 promoter act	p53 reactivator
CC(c1ccccc1)N(C)C(=O)CSc1nnc(C2CC2)n1C1CC1 (stereo not given)	3%	.	.	-1%	-3%	.	9%	-2%	-4%	-10%
CC(C)(CSc1ccccn1)NS(=O)(=O)c1ccc(Cl)cc1	-29%	-15%	.	3%	-2%	2%[10 µM]	-1%	-1%	-2%	-5%
CCC(CC)C(=O)Nc1nnc(S(=O)(=O)Nc2ccc(OC)cc2)s1	-3%	9%	4%	-17%	-1%	29%	2%	1%	-3%	-3%
COc1cccc(-c2nc3ccc(C(=O)N4CCCC(O)C4)cc3o2)c1 (stereo not given)	3.2µM*	0%	2%	-2%	?	-9%	15µM*	3.5µM*	4µM*	?
Cc1ccc(C)c(N2CN(Cc3ccco3)CNC2=S)c1	-17%	10µM*	-10%	-2%	1%	6.3µM*	3%	-10%	1%	-4%
CC1CCCN(C(=O)COC(=O)c2cc(-c3cccs3)nn2-c2ccccc2)C1 (stereo not given)	-27%	.	.	-21%	-2%	.	-4%	9%	0%	0%
CCc1ccc2[nH]c(=O)c(CN(Cc3ccco3)C(=S)NCC3CCCO3)cc2c1 (stereo not given)	13%	-3%	-7%	-5%	-3%	2%	-5%	1%	-1%	0%
